Source: PubChem
DENV2 CPE: inhibitors of DENV2 cytopathic effect; 1.7% of 350,000 active; DENV2-infected cells, cytopathic effect rescue, plate reader; AID 651640; CPE inhibition, % at 9.99 µM; in the data active means CPE inhibition above about 20%, passing the limit was not always enough; inconclusive means no clear call, values can overlap the other calls; tested in BHK-21 cells;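 further: 0% = median of neutral control wells and 100% = median of positive control wells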
Xi reactivation: activators of X-chromosome reactivation in mouse fibroblasts; XiGFP mouse fibroblasts, % GFP-positive cells imaging, 3 d; cells co-treated with 5-aza-dC sensitizer; scaled so ellipticine positive control = 100%; activation, % at 7.58 µM; 0.055% of 360,000 active; AID 743238;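 active means mean normalized replicate activation at least 10% and every replicate at or above 10%; inconclusive means only one of the two criteria met; inactive means mean below 10% and not all replicates reach 10%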;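 further: 0% = median of on-plate neutral control wells and 100% = ellipticine 6 µM median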
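assay system = SV40-immortalized XiGFP fibroblast cells, line 68-5-11 | buffer or medium = DMEM plus 5-aza-dC sensitizer | doses = single-point pinned compound dosing | times = 3-day compound exposure, then 15 min fixation at room temperature | benchmarks = positive control ellipticine, 6 µM final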
E-sel inducer: E-selectin induction on HUVECs; P16581; 0.37% of 260,000 active; activation, % at 7.58 µM; HUVEC E-selectin immunofluorescence imaging; normalized: neutral wells 0, TNF-alpha wells 100;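 active means mean E-selectin-positive cell signal at least 10% of the positive control, reached in at least 60% of replicates, without over 20% cell loss; inconclusive means no rule given, readout overlaps actives, possibly toxicity-flagged; inactive means the rest, including those meeting only one limit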;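 further: in these data hits start at about 27%; measured in HUVEC primary endothelial cells; signal is the percent of cells scored E-selectin positive by PE staining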
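Assay system: HUVEC primary endothelial cells. Input: 3,000 HUVEC seeded per well. Doses: one compound dose added by pin transfer. Read-out basis: % PE-positive cells. Benchmarks: TNF-alpha high, DMSO low. Detection: immunofluorescence imaging. Buffer or medium: EGM-2, gelatin.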
RAD52 anneal inh: blocks human RAD52 DNA annealing | P43351 | recombinant RAD52 DNA annealing, FRET fluorescence | inhibition, % at 18.7 µM | 0.46% of 360,000 active | AID 651710;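 active means every replicate showing at least 50% inhibition; inconclusive means mean inhibition at least 50% but not in every replicate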
Target sequence (P43351 whole entry, looked up): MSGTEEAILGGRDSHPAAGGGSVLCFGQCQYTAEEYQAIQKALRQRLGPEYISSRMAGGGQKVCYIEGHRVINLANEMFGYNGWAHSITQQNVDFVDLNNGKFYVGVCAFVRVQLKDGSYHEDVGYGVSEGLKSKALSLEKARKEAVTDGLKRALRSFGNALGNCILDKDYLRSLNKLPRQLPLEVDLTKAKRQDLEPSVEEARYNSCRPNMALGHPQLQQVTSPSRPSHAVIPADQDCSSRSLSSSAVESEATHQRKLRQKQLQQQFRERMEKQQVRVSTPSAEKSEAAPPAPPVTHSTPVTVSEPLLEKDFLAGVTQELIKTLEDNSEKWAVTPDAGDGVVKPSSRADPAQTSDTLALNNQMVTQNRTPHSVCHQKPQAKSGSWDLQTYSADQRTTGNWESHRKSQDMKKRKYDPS
CFTR F508del cor: CFTR F508del correction in bronchial cells. CFBE cells, YFP halide quenching; stimulated with forskolin plus potentiator P3; % fluorescence drop versus neutral controls. activity (quench increase), % at 7.58 µM. 0.36% of 350,000 active;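 active means mean added fluorescence quench of at least 8% versus neutral control, with both replicates also reaching 8%; inconclusive means only one of the mean or replicate conditions met; inactive means mean below 8% and not both replicates reaching 8%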;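 further: cells transiently co-express mutant CFTR-F508del with the halide-sensitive YFP; corrector assay measuring rescue of mutant channel to the surface after 24 h compound exposure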
Casp6 inh: inhibitors of human caspase-6; P55212; inhibition, % at 12.5 µM; 0.53% of 350,000 active; purified caspase-6, Z-VEID-R110 cleavage fluorescence;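 active means mean inhibition across replicates at least about 35%, with every replicate also reaching that limit, limit read from the data; inconclusive means only one of the two criteria met; inactive means neither criterion met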;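 further: 0% = median of neutral control wells and 100% = no fluorescence left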
Target sequence (P55212 24-179 limits assumed): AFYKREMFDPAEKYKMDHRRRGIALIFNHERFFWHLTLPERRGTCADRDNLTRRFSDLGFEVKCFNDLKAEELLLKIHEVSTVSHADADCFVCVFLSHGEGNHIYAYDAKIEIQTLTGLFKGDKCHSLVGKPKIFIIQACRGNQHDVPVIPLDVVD
Target sequence (P55212 194-293 limits assumed): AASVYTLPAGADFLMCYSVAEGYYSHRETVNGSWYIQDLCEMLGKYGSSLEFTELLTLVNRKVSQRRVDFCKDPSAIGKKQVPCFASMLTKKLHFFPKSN
INS-1E GSIS act: primary screen for activators of insulin secretion dependent on glucose, INS-1E cells, GLuc reporter luminescence. activation, % at 16.6 µM. AID 743287. INS-1E GLuc reporter insulin secretion, 2-3 h. 0.61% of 370,000 active;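 active means lowest replicate activation of at least 40%, so every replicate reaches that level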;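 further: 0% = median of neutral control wells and 100% = median of IBMX positive control wells; some compounds called inactive have numbers as strong as hits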
RAD54 branch: blocks human RAD54 Holliday junction branch migration; 0.14% of 360,000 active; Q92698; inhibition, % at 10.4 µM; FAM/BHQ fluorescence;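 active means mean normalized replicate activity at least 40 and at least half of replicates scoring 40 or more; inconclusive means only one of the two criteria met; inactive means mean below 40 and under half of replicates reaching 40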;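 further: 0% = median of neutral control wells and 100% = median of positive control wells; inhibitors cause a drop in the FAM fluorescence signal; in these data hits start at about 50%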
Active calls of the source: *; ? = inconclusive; / = not tested or not shown. Rows were taken by chance; overall some 3.7% were active at least once.

Keys: A = DENV2 CPE; B = Xi reactivation; C = E-sel inducer; D = RAD52 anneal inh; E = CFTR F508del cor; F = Casp6 inh; G = INS-1E GSIS act; H = RAD54 branch
1) C[C@@H]1CN([C@@H](C)CO)C(=O)c2ccccc2-c2ccccc2CO[C@H]1CN(C)C(=O)Nc1ccc(-c2ccccc2)cc1
  A: -8; B: 0.4; C: 0.6; D: -9; E: -0.5; F: 0; G: 3; H: /
2) C[C@@H]1CN([C@@H](C)CO)C(=O)Cc2cc(NC(=O)CCCCCC(=O)Nc3ccccc3N)ccc2O[C@@H]1CN(C)Cc1ccncc1
  A: -10; B: -0.1; C: /; D: -29; E: -1.3; F: 2; G: -14; H: 9
3) Cc1noc(C)c1S(=O)(=O)Nc1ccc2c(c1)CC(=O)N([C@H](C)CO)C[C@H](C)[C@@H](CN(C)Cc1ccc3c(c1)OCO3)O2
  A: -3; B: -1.1; C: /; D: 11; E: 0.6; F: -1; G: -3; H: /
4) CC(=O)CSc1nc2nccnc2[nH]1
  A: -5; B: 0.0; C: 0.6; D: -2; E: -2.6; F: -1; G: -4; H: /
5) COc1ccc(-n2nc(C(=O)NCC(=O)NC(C)C)c3ccccc3c2=O)cc1
  A: 6; B: 0.2; C: /; D: -1; E: -1.6; F: 4; G: 5; H: -3
6) COC(=O)c1cc(C(=O)OC)cc(-n2c(C)cc(C=O)c2C)c1
  A: -7; B: 0.1; C: /; D: -19; E: 1.0; F: 2; G: -5; H: /
7) CC(NC(=O)COC(=O)c1ccccc1O)C1CC2CCC1C2 (centres undefined)
  A: -7; B: 0.3; C: /; D: -11; E: -3.8; F: 0; G: 1; H: 4
8) COCC(=O)N[C@@H]1CC[C@H](CC(=O)N2CCCCC2)O[C@@H]1CO
  A: -2; B: 0.2; C: -0.2; D: -3; E: 2.1; F: 2; G: 7; H: -1
9) NS(=O)(=O)c1ccc(CCNC(=S)Nc2ccc(F)cc2)cc1
  A: -4; B: 0.0; C: /; D: -2; E: 4.0; F: 1; G: 5; H: 2
10) CC1CC1C(=O)OCC(=O)N(C)CC(=O)Nc1ccc(F)cc1 (centres undefined)
  A: ?; B: 0.0; C: /; D: -11; E: -2.7; F: -1; G: 14; H: -10
11) O=C(CN1C(=O)NC2(CCCCC2)C1=O)Nc1cccc2ncccc12
  A: 0; B: -0.1; C: -0.3; D: -9; E: -0.6; F: 1; G: 19; H: 0
12) Cc1c(CNCCc2ccccc2)c(C(=O)O)c(C)n1-c1ccccc1
  A: 0; B: -0.1; C: 0.4; D: -20; E: 0.5; F: 2; G: -19; H: 10
13) Cc1noc(C)c1NC(=O)N(C)C[C@H]1Oc2ccc(NS(=O)(=O)c3ccccc3)cc2C(=O)N([C@@H](C)CO)C[C@H]1C
  A: 14; B: -1.0; C: -0.2; D: 0; E: -0.4; F: 1; G: 13; H: 0
14) CC(=O)Nc1nc2ccccc2n1Cc1ccccc1
  A: 1; B: /; C: /; D: -2; E: -2.9; F: /; G: 3; H: 0
15) N#Cc1ccc(-c2ccc3c(c2)[C@@H]2[C@@H](CCN2C(=O)c2ccc4c(c2)OCO4)[C@H](CO)N3)cc1
  A: -19; B: 0.3; C: 1.4; D: -22; E: 3.0; F: 1; G: 45; H: 5
16) O=C(NC1CC1)c1cccc(Oc2ccccc2)c1
  A: 4; B: 0.0; C: 0.0; D: -22; E: 1.2; F: -2; G: 8; H: -3
17) Cc1c(NC(=O)c2ccc(N(C)S(=O)(=O)c3ccccc3)cc2)c(=O)n(-c2ccccc2)n1C
  A: /; B: 0.0; C: 0.3; D: -10; E: -1.8; F: 2; G: -15; H: 3
18) C#CCOCCOCCOCCNc1nc(N2CCN(C(=O)[C@H](CCCCN)n3cc(CN)nn3)CC2)nc(N2CCN(C(=O)[C@H](CCC(=O)O)n3cc([C@@H](N)[C@H](C)CC)nn3)CC2)n1
  A: ?; B: 0.1; C: 0.1; D: -6; E: 2.2; F: -121; G: 11; H: -8
19) CCOc1ccc(-c2nc(CSCC(=O)NCC3CCCO3)c(C)o2)cc1 (centres undefined)
  A: ?; B: 0.0; C: /; D: 6; E: 0.0; F: -7; G: -5; H: -14
20) COc1ccc(-c2csc(C(C)(NC(C)=O)c3ccccc3)n2)cc1 (centres undefined)
  A: -7; B: 0.2; C: -0.1; D: 2; E: -1.0; F: 3; G: -6; H: 1
21) CSc1ccccc1OCc1cc(C(=O)NC2CCOC(C)(C)C2)no1 (centres undefined)
  A: 3; B: 0.2; C: 13; D: -6; E: 1.0; F: -4; G: 6; H: 6
22) CCOC(=O)C1CCN(c2cc3c(cc2NC(=O)c2ccccc2Cl)n(C)c(=O)n3C)CC1
  A: 11; B: 0.2; C: /; D: -1; E: -2.7; F: -2; G: -23; H: -6
23) CC1Oc2ccc(C#N)cc2N(Cc2ccccc2OC(F)(F)F)C1=O (centres undefined)
  A: -4; B: 0.0; C: -0.1; D: -13; E: -4.5; F: -1; G: 12; H: -13
24) C1=CC2CC1CC2CN1CCN(c2ccccc2)CC1 (centres undefined)
  A: 2; B: /; C: /; D: 0; E: 2.6; F: -1; G: -9; H: -2
25) COc1ccc(NC(=O)C2CCCO2)cc1OC (centres undefined)
  A: 6; B: /; C: /; D: -13; E: -0.3; F: -1; G: 24; H: -2
26) O=S(=O)(NCC[C@@H]1CC[C@@H](NS(=O)(=O)c2ccccc2Cl)[C@@H](CO)O1)c1ccc(F)cc1
  A: -2; B: 0.3; C: 0.5; D: -9; E: 0.5; F: 0; G: -5; H: -1
27) CC1(C(=O)Nc2cccc(C#N)c2)CCN1C(=O)Cc1ccc(-c2ccccc2)cc1 (centres undefined)
  A: -4; B: 0.2; C: -4.2; D: 0; E: -1.4; F: 2; G: -36; H: 6
28) CNC(=S)Nc1cccc(S(=O)(=O)NC2=NCCC2)c1
  A: 1; B: 0.5; C: -3.2; D: -6; E: -0.7; F: -2; G: -4; H: /
29) CCCCN(C(=O)c1ccccc1OCc1ccc(F)cc1)c1c(N)n(CCC)c(=O)[nH]c1=O
  A: -9; B: 0.1; C: /; D: -9; E: -1.9; F: -4; G: -11; H: 8
30) COc1ccc(NC(=O)CN(C)C(=O)c2cn(-c3ccccc3)nc2-c2cccnc2)cc1
  A: ?; B: 0.9; C: 1.3; D: -11; E: -1.8; F: -200; G: -8; H: -21
31) COc1ccccc1NC(=O)N[C@@H]1C=C[C@@H](CC(=O)NCc2ccc(Cl)c(Cl)c2)O[C@H]1CO
  A: 19; B: 0.5; C: -0.5; D: -6; E: -0.4; F: -1; G: 5; H: 1
32) O=C(COc1ccccc1[N+](=O)[O-])NCCC1=CCCCC1
  A: 0; B: 0.0; C: /; D: -21; E: -4.9; F: 0; G: 1; H: /
33) COc1ccc(NS(=O)(=O)c2ccc(-c3coc(C)n3)cc2)cc1OC
  A: -9; B: 0.0; C: /; D: -12; E: 3.3; F: 1; G: -25; H: -5
34) NC(=O)c1ccc(NC(=O)COC(=O)CC23CC4CC(CC(Br)(C4)C2)C3)cc1
  A: 6; B: 0.2; C: 0.6; D: -7; E: 0.9; F: 0; G: -6; H: -5
35) Cc1noc(C)c1NC(=O)Nc1ccc2c(c1)C(=O)N([C@@H](C)CO)C[C@@H](C)[C@H](CN(C)S(=O)(=O)c1cn(C)cn1)OCCCC[C@H](C)O2
  A: -2; B: -1.2; C: 0.0; D: 8; E: 1.7; F: 2; G: 7; H: -11
36) O=C(Nc1ccc(Cn2cccn2)cc1)c1ccc(COc2ccc(Br)cc2)cc1
  A: /; B: /; C: /; D: -1; E: /; F: -1; G: -5; H: 6
37) COc1ccccc1-c1oc2ccccc2c1C#CCCCCO
  A: /; B: 0.0; C: 0.1; D: -13; E: -4.4; F: 4; G: /; H: 13
38) Cc1cc(C)c2nc(-c3ccccn3)cc(C(=O)NCc3ccc(S(N)(=O)=O)cc3)c2c1
  A: -4; B: 0.0; C: /; D: -23; E: -0.1; F: 1; G: 7; H: /
39) O=C(Nc1cccnc1)c1sc2cccc(F)c2c1Cl
  A: -7; B: 0.0; C: 0.4; D: -22; E: 1.7; F: -3; G: 7; H: -11
40) CN1C(=O)/C(=C/C=C2\SCCN2C)OC1=S
  A: -3; B: 0.1; C: 1.1; D: -44; E: 1.3; F: -4; G: -5; H: /
41) CCOC(=O)C1(Cc2ccccc2)C(=O)Nc2ccccc21 (centres undefined)
  A: 1; B: 0.2; C: /; D: -10; E: 0.5; F: 0; G: /; H: /
42) C[C@@H]1CN([C@H](C)CO)C(=O)c2cc(NS(C)(=O)=O)ccc2O[C@@H]1CN(C)C(=O)Nc1ccc2c(c1)OCO2
  A: -10; B: 0.2; C: -7.2; D: 12; E: -0.2; F: -3; G: -3; H: 1
43) COc1ccc(CN(C)C[C@@H]2Oc3ccc(NS(=O)(=O)c4ccc(OC)cc4)cc3CC(=O)N([C@H](C)CO)C[C@@H]2C)cc1
  A: -4; B: 0.1; C: 0.0; D: 7; E: 2.8; F: /; G: -5; H: -9
44) CCOC(=O)C1(CCOc2ccccc2)CCN(Cc2nccn2CC)CC1
  A: 1; B: 0.3; C: /; D: -5; E: 2.2; F: 0; G: 2; H: /
45) Cn1c(N)cc(=O)[nH]c1=S
  A: 18; B: 0.0; C: 0.6; D: 2; E: -2.3; F: -1; G: 22; H: 3
46) C[C@H]1CN([C@@H](C)CO)C(=O)c2cc(NC(=O)Cc3ccccc3)ccc2O[C@@H]1CN(C)C(=O)NC1CCCCC1
  A: 2; B: -1.2; C: -1.4; D: -1; E: 0.5; F: 2; G: -5; H: -6
47) C=C(C)c1cccc(C(C)(C)NC(=O)Nc2ccc(C)cn2)c1
  A: 2; B: 0.0; C: /; D: -8; E: 1.2; F: 3; G: 7; H: /

Part of the list above, reduced to DENV2 CPE.
| No. | mol | DENV2 CPE |
| --- | --- | --- |
| 33 | COc1ccc(NS(=O)(=O)c2ccc(-c3coc(C)n3)cc2)cc1OC | -9 |
| 35 | Cc1noc(C)c1NC(=O)Nc1ccc2c(c1)C(=O)N([C@@H](C)CO)C[C@@H](C)[C@H](CN(C)S(=O)(=O)c1cn(C)cn1)OCCCC[C@H](C)O2 | -2 |
| 31 | COc1ccccc1NC(=O)N[C@@H]1C=C[C@@H](CC(=O)NCc2ccc(Cl)c(Cl)c2)O[C@H]1CO | 19 |
| 41 | CCOC(=O)C1(Cc2ccccc2)C(=O)Nc2ccccc21 (centres undefined) | 1 |
